Assay outcomes as filed in PubChem.
Gal4-VP16 FLuc: VP16 counterscreen qHTS for inhibitors of ROR gamma transcriptional activity; Drosophila S2 Gal4-VP16 UAS-luciferase, luminescence, 20 h; Potency, µM (doses to about 53.6 µM), for inactives: top-dose activity, negative = inhibition, hits mostly inhibitors; hit rate 3.5% among 310,000; AID 2546, 2010;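 note: Gal4-VP16 expression switched on by copper sulfate through the metallothionein promoter; potency is the fitted concentration of half-maximal effect; % is set by controls: 0 for no effect and ±100 for the full control effect; nearly all actives have a fitted effect of over 50% in size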
p53 reactivator: qHTS assay for re-activators of p53 using a Luc reporter | H1299 p53-A138V BP100-luciferase reporter, luminescence, 24 h | Potency, µM (top dose mostly 92.2 µM), for inactives: top-dose activity change, positive = activation, hits mostly activators | hit rate 0.063% among 320,000 | AID 504706, 2011; note: potency is the fitted concentration of half-maximal effect; % of control where 0% means no effect; nearly all actives have a fitted effect of over 45% in size
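p53-null H1299 cells stably carrying temperature-sensitive p53-A138V and a BP100-luciferase reporter were pinned with compounds (4-point, 1:5 series) and held 24 hrs at 37 deg C. Luminescence was read 10 min after detection reagent.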
NPC1 promoter act: qHTS Assay for NPC1 Promoter Activators. Huh7 NPC1 promoter luciferase reporter, 24 h. Potency, µM (doses to about 9.22 µM), inactives show at the top dose activation, most hits filed as activators. hit rate 2.4% among 320,000. AID 485313, 2010;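 note: potency is the fitted concentration of half-maximal effect; % of control where 0% means no effect; nearly all actives have a fitted effect of over 60% in size; reporter is driven by a mutant NPC1 promoter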
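Stably transfected Huh7 (NPC1 promoter→luciferase), 1500 cells/well in Opti-MEM + 10% FBS, 2 h settle, then compound 24 h at 37 °C. Luminescence after 10 min with Amplite reagent.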
ELG1 genotox: qHTS screen for small molecules that induce genotoxicity in human embryonic kidney (HEK293T) cells expressing luciferase-tagged ELG1; HEK293T ELG1-luciferase reporter, luminescence, 16 h; Potency, µM (titrated, usually from 46 µM), for inactives: top-dose activity change, positive = activation, usual class: activators; hit rate 1.3% among 330,000; AID 504466, 2011; note: potency is the fitted concentration of half-maximal effect; % of control where 0% means no effect; nearly all actives have a fitted effect of over 60% in size
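Genotoxic stress is detected as increased luminescence from luciferase-tagged ELG1 in HEK293T cells, measured with ONE-Glo after a 16 hr treatment at 37 °C.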
RORgamma inh: qHTS for inhibitors of ROR gamma transcriptional activity. Nuclear receptor ROR-gamma (Mus musculus), P51450. Drosophila S2 Gal4-RORgamma UAS-luciferase reporter, 20 h. Potency, µM (titrated, usually from 53.6 µM), for inactives: at the top dose activity change, negative = inhibition, most hits filed as inhibitors. hit rate 5.4% among 310,000; note: potency is the fitted concentration of half-maximal effect; % is set by controls: 0 for no effect and ±100 for the full control effect; nearly all actives have a fitted effect of over 60% in size
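Stable Schneider cell line, Gal4 DNA-binding domain fused to ROR gamma, UAS-luciferase. Cmpd 1 hr RT → CuSO4 700 uM final → 20 hr RT → luciferase reagent 10 min → luminescence.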
Rab9 prom act: qHTS Assay for Rab9 Promoter Activators; Huh7 Rab9 promoter-luciferase reporter, luminescence, 24 h; Potency, µM (doses to about 9.22 µM), for the others: at the top dose activation, negative = inhibition, usual class: activators; hit rate 2.8% among 320,000; note: potency is the fitted concentration of half-maximal effect; % of control where 0% means no effect; nearly all actives have a fitted effect of over 60% in size
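Rab9 promoter-driven luciferase in stably transfected Huh7 cells; 1500 cells/well rested 2 h, exposed to compound in DMSO for 24 h at 37 °C, 5% CO2. Luminescence read 10 min after adding luciferase reagent at ambient temperature.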
PKM2 activator: qHTS Assay for Activators of Human Muscle isoform 2 Pyruvate Kinase. hit rate 0.34% among 260,000. purified PKM2, Kinase-Glo ATP luminescence, activation; response scale: 0% is enzyme alone, no compound. Pyruvate kinase PKM (Homo sapiens), P14618. Potency, µM (doses to about 57.5 µM), without a hit: at the top dose activation, hits mostly activators; note: potency is the fitted concentration of half-maximal effect; % is set by controls: 0 for no effect and ±100 for the full control effect; nearly all actives have a fitted effect of over 55% in size
Target sequence (P14618 whole entry, looked up, canonical isoform): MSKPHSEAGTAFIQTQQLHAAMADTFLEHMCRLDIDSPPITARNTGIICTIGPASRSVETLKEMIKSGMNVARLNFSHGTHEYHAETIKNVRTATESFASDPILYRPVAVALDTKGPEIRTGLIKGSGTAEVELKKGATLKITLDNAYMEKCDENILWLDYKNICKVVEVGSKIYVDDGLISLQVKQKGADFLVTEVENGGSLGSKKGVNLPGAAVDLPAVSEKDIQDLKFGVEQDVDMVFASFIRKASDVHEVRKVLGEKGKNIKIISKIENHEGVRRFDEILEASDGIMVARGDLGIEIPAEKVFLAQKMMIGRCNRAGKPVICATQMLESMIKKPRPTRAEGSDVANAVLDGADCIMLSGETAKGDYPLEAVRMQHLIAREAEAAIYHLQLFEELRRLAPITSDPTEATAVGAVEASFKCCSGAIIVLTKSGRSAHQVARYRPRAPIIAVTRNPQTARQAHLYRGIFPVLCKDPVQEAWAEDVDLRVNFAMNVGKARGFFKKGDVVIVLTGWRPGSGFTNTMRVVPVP
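ATP formation by purified human PK-M2, quantified via coupled luciferase luminescence after 1 h at room temperature with 0.1 mM ADP and 0.5 mM PEP final.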
FLuc counter: qHTS profiling assay for firefly luciferase inhibitor/activator using purifed enzyme and Km concentrations of substrates (counterscreen for miR-21 project); Luciferin 4-monooxygenase (Photinus pyralis), P08659; purified FLuc, Km substrates, luminescence inhibition; Potency, µM (top dose mostly 57.5 µM), inactives show top-dose activity change, negative = inhibition, hits mostly inhibitors; hit rate 6.9% among 360,000; AID 588342, 2011;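 note: potency is the fitted concentration of half-maximal effect; plate controls were vehicle for no effect and reference inhibitor for full effect; nearly all actives have a fitted effect of over 55% in size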
Target sequence (P08659 whole entry, looked up): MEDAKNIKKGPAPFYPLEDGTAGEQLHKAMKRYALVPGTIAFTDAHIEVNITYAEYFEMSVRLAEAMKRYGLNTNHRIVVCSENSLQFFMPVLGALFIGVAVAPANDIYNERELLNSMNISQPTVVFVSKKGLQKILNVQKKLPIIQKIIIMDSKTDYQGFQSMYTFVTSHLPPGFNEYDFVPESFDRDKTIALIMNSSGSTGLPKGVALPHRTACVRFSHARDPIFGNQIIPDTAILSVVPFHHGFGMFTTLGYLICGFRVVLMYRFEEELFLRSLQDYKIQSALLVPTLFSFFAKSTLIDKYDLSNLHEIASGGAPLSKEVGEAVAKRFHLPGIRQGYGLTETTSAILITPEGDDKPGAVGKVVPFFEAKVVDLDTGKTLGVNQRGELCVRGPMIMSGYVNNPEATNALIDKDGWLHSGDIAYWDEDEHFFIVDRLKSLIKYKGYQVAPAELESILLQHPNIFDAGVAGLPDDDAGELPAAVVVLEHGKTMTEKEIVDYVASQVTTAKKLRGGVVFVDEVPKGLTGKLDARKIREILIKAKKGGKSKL
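Purified P. pyralis luciferase, 10 nM final, with Km-level 10 uM D-luciferin and 10 uM ATP in 50 mM Tris acetate pH 7.5, 10 mM Mg acetate, 0.01% Tween-20, 0.05% BSA; 6-point qHTS titration about 60 µM downward; luminescence read.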
Giardia kill: Small Molecules that selectively kill Giardia lamblia: qHTS; Giardia lamblia trophozoite viability; activity change, % at 7.66 µM, hits read low; hit rate 0.15% among 340,000; in the data active = activity change below about -80%; inconclusive = between about -30% and that limit;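 note: parasites exposed to compound for two days anaerobically before the ATP read; % is set by controls: 0 for no effect and ±100 for the full control effect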
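Luminescence from cellular ATP indicates surviving trophozoites (100 cells/well) following 48 hrs anaerobic compound treatment at 37 deg C; signal develops 15-30 min at room temperature.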
Menin MLL FP TR: qHTS Assay for Inhibitors Targeting the Menin-MLL Interaction in MLL Related Leukemias: Competition With Texas Red Labeled MLL-derived Mutant Peptide. O00255. Menin + Texas Red MLL mutant peptide, fluorescence polarization. Potency, µM (titrated, usually from 61.6 µM), for inactives: at the top dose FP activity change, negative = inhibition, most hits filed as inhibitors. hit rate 0.23% among 270,000; active = well fitted inhibition curve with a large enough effect in the polarisation, with a control signal flat, not every such curve was filed as active; inconclusive = small, poorly fitted or top-dose-only effect, or effect the other way, or a change in a side signal; inactive = no such curve, though single readings can be large or run the other way; the % refers to the polarisation; note: potency is the fitted concentration of half-maximal effect; % of control where 0% means no effect; many of its hits are not listed in these tables
BRCA1 expr act: qHTS Assay to Identify Small Molecule Activators of BRCA1 Expression | MCF7-BRCA1-FFLuc reporter, luminescence, 48 h; response scale: scaled: vehicle 0%, 10 µM genistein 100% | Potency, µM (top dose mostly 46.1 µM), inactives show top-dose activation, actives largely listed as activators | hit rate 1.1% among 380,000 | AID 624202, 2012; note: potency is the fitted concentration of half-maximal effect; nearly all actives have a fitted effect of over 80% in size; some results filed as inactive show a strong effect at the top dose
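Compounds are tested at multiple concentrations on MCF7 BRCA1-luciferase reporter cells seeded at 2000 per well; after 48 h, a single luminescence end-point is taken and curves fitted to the normalized data.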
Numbers without * were called inactive; ? = inconclusive; nt = not tested or not shown; & = joins results of further samples; [ ] = remark or other dose. Unless noted, calls come from the whole dose curve; as a rule, active = well fitted curve in the direction sought with a large enough effect; inconclusive = small, poorly fitted or top-dose-only effect, or another doubt; inactive = no such curve, though single readings can be large; an effect the other way counts as inactive or inconclusive. These rows are one share of the data. The share of hits here may be higher or lower than overall.

SMILES | Gal4-VP16 FLuc | p53 reactivator | NPC1 promoter act | ELG1 genotox | RORgamma inh | Rab9 prom act | PKM2 activator | FLuc counter | Giardia kill | Menin MLL FP TR | BRCA1 expr act
C=CCn1c(SCC(=O)Nc2ccccc2OC)nc2c([nH]c3ccccc32)c1=O | -24% | -10% | 0% | 16% | -32% | 13% | -6% | 3% | 31[activator] | nt | -44%
CCN1CCN(c2nc3c(C)cccn3c(=O)c2C=C(C#N)C#N)CC1 | 7% | -4% | -4% | 0% | 12% | 0% | nt | 0% | 0 | -17% | -22%
COc1ccc(CN2C(=NC(=O)CCC3CCCC3)SC3CS(=O)(=O)CC32)cc1 (centres undefined) | 5% | -8% | 2% | 0% | -8% | -1% | -1% | 2% | -4 | 16% | -4%
N#Cc1ccc(C(=O)Nc2ccc(N3CCN(C(=O)c4ccco4)CC3)cc2)c(F)c1 | -15% | 1% | -6% | -1% | -19% | -4% | 0% | 7% | -2 | 13% | -12%
Nc1cc(Cl)ccc1C(=O)OCC(=O)NC1CCCCC1 | -1% | -1% | 5% | 10% | 22% | 19% | 0% | -1% | 4 | 23% | 20%
O=C(CCNC(=O)c1ccc(Br)cc1)NNC(=O)C1COc2ccccc2O1 (centres undefined) | nt | 2% | -1% | 0% | nt | 0% | nt | 2% | -7 | nt | 1%
O=C(COC(=O)c1ccc(Br)o1)NCCc1ccccc1 | -13% | 2% | -1% | -2% | -7% | 5% | 0% | -2% | -6 | -8% | 4%
O=C(COC(=O)Cc1ccccc1[N+](=O)[O-])NCC1CCCCC1 | -4% | -3% | -9% | 0% | -1% | 0% | 5% | 4% | 5 | -9% | -27%
Cc1occc1C(=O)N(C)Cc1nc(-c2ccc(Cl)cc2)no1 | 1% | 1% | 6% | -3% | 15% | -4% | nt | -22% | -8 | -7% | 11%
CSCCC(NC=C1C(=O)OC(C)(C)OC1=O)C(=O)O (centres undefined) | -1% | 1% | -4% | -1% | -17% | 13% | -2% | -3% | 11 | nt | -7%
CCc1ccc(-c2cc(C)no2)cc1S(=O)(=O)NCCc1ccc(OC)c(OC)c1 | -12% | 3% | 0% | -2% | 29% | 3% | 2%[0.46 µM] | -2% | -14 | -5% | -1%
COc1ccc(N2CCN(C(=O)c3ccncc3)CC2)cc1 | 8% | 3% | -1% | 1% | -9% | 11% | -3% | -2% | -14 | -10% | 0%
O=C(CCN1C(=O)c2ccccc2C1=O)Nc1ccccn1 | 8% | 1% | 1% | 4% | 13% | -7% | -8% | 0%[2.3 µM] | 1 | 8% | -2%
CCc1ccccc1NC(=O)CNC(=O)CNC(=O)c1cccs1 | nt | -1% | -5% | 1% | nt | -9% | nt | -19% | 7 | nt | -15%
Cc1ccc(NC(=O)CN(c2ccccc2F)S(C)(=O)=O)cc1 | 0% | -3% | -1% | -1% | -15% | 1% | -15% | -2% | 8 | -13% | -6%
CCCCn1c(SCC(=O)NCc2ccco2)nnc1-c1ccco1 | 1% | -22% | -4% | 0% | 21% | -8% | 3% | 0% | -7 | 2% | -5%
Cc1cc(C)c(/C=C2\C(=O)Nc3ccccc32)[nH]1 | 7%&-25% | nt | ? | 0% | 22%&15% | 8%[46.1 µM] | 8% | -20% | -7 | ? | 15%
O=C(Cn1nnc(-c2ccc(F)cc2)n1)OCC(=O)c1ccccc1 | -3% | -2% | 0% | -3% | 10% | -3% | -4% | -15% | 2 | 19% | -2%
CC(C)CCN1C(=O)c2ccc(C(=O)Nc3cc(C(=O)O)cc(C(=O)O)c3)cc2C1=O | 7% | 5% | -3% | -5% | 32% | 6% | -4% | 1% | -8 | ? | -7%
CS(=O)(=O)N1CCc2cc(C(=O)Nc3ccc(O)cc3)ccc21 | 14% | -71%[inhibitor] | 16% | -5% | ? | 13% | -4% | -18% | -9 | -8% | -8%
CC(C)(C)OC(=O)[C@H](NC(=O)OCc1ccccc1)c1ccccc1 | nt | 8% | 0% | -8% | nt | -5% | nt | -18% | 29 | nt | -29%
CCCNC(=O)CS(=O)Cc1nc(-c2ccccc2C)oc1C (centres undefined) | -6% | 1% | 0% | 2% | -15% | -4% | -5% | 0% | -1 | 0% | 6%
CCSc1nc2c(c(=O)[nH]1)C(c1cccnc1)C(C(=O)OC)=C(C)N2 (centres undefined) | 6% | -4% | -1% | 0% | -22% | -6% | -16% | 0% | -1 | 6% | -3%
CCOC(=O)c1c(-c2ccccc2)csc1NC(=O)CSc1nncs1 | ? | -4% | 1% | -7% | 28% | -5% | 0% | 5% | 0 | 3% | -80%[inhibitor]
Cn1cnnc1SC1c2cccc3cccc(c23)C1NS(=O)(=O)c1ccc(Cl)cc1 (centres undefined) | -4% | -9% | 1% | -2% | 18% | -1% | -2% | 2% | 4 | -1% | -26%
CCN(c1cccc(C)c1)S(=O)(=O)c1ccc2c(c1)NC(=O)CCS2 | -9% | -3% | 0% | -3% | -7% | 4% | nt | 0%&-2% | 4 | -20% | -1%&-10%
O=C(N1CCCCCC1)n1c(Cc2ccccc2)nc2ccccc21 | ? | 2% | -4% | -7% | -14% | -6% | -15% | -2% | -12 | -27% | -13%
CC1CCCN(CCCOc2ccc(Br)cc2Cl)C1 (centres undefined) | 11% | 0% | 9% | 5% | 28% | 12% | 0% | ? | -23 | -16% | 32%
Cc1nnc(C)n1N | -3% | 2% | 3% | 0% | -5% | 11% | -14% | -1% | 13 | 0% | -2%
CCCN1CCN(C(=O)C2CCCN(c3ncnc4c3nc3n4CCCCC3)C2)CC1 (centres undefined) | -10% | -1% | -16% | 2% | -21% | -3% | nt | -1% | 7 | nt | -16%
Cc1ccc(NC(=O)CSc2nnc(C3CC3)n2CC2CCCO2)c(C)c1 (centres undefined) | -9% | -5% | 2% | -3% | -10% | 0% | 4% | 0% | -15 | 1% | -5%
O=C(Cn1cc2c(n1)CCCC2)NCc1ccccn1 | -16% | 6% | -4% | 0% | -1% | 1% | ? | -2% | -1 | 24% | 12%
O=C(Cn1cc(/C=N/O)c2ccccc21)N1CCOCC1 | -1% | 0% | 1% | -2% | -35% | -1% | -1% | 2% | -27 | 21% | 17%
CCOCCCNc1nc2c([nH]1)c(=O)n(C)c(=O)n2C | 9% | 9% | -1% | -11% | -2% | -1% | -4% | -5% | -20 | -29% | 5%
COc1cccc(NC(=O)COc2coc(CN3CCN(c4ccccc4)CC3)cc2=O)c1 | nt | -1% | 0% | 1% | nt | -11% | nt | -2% | 5 | nt | 26%
CCCC(=O)Nc1cccc(NC(=O)c2ccc3c(c2)OCO3)c1 | 12% | 6% | 8% | 0% | 24% | 4% | -11% | ? | -6 | 7% | 22%
CNC(=O)c1ccc(CN(C)CC(=O)Nc2ccccc2C(=O)NC2CC2)cc1 | nt | -13% | -2% | -1% | nt | -14% | nt | nt | -3 | nt | -3%
O=C(NN=C1CCCCCC1)c1ccncc1 | 4% | 17% | -3% | 3% | -17% | 1% | -1% | -1% | -2 | nt | -19%
CC(C)C(OC(=O)c1cccs1)C(=O)NC1CCCCC1 (centres undefined) | 11% | -9% | -9% | -2% | -4% | -10% | 0% | 2% | ? | -12% | -9%
Clc1ccc2nc(CSc3ncn[nH]3)cn2c1 | -4%[10 µM] | 14% | 4% | ? | 1% | 25% | ? | ? | 26 | -1% | 102%
CCC12CC3CC(C1)CC(C(=O)Nc1nn[nH]n1)(C3)C2 | 7% | -3% | 4% | -8% | -18% | 0% | -2% | -1% | -7 | 9% | -17%
Cc1cc(NC(=O)c2ccc(NC(=O)C3CCCO3)cc2)ccc1Br (centres undefined) | -9% | ? | ? | ? | -17% | ? | nt | ? | 0 | 46%[activator] | 1.1µM*
Cc1ccc(NC(=O)c2cc(N3C(=O)C=CC3=O)ccc2Cl)cc1C | 7.9µM* | -31%[inhibitor] | -4% | -2% | ? | 0% | 4µM* | ? | -11 | ? | -21%
